High-throughput results from PubChem.
BAP1 inh: inhibitors of BAP1 deubiquitinase, primary screen, biochemical, Ub-AMC fluorescence, kinetic | activity remaining (% of control), % at 20 µM | 0.48% of 72,000 active | Ubiquitin carboxyl-terminal hydrolase BAP1 (Homo sapiens), Q92560 | recombinant BAP1, Ub-AMC hydrolysis fluorescence kinetic; stronger effect = lower value | AID 436, 2006;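 active means activity remaining at or below 50% of control, provided the compound also passes the data quality filters; inactive means the rest, including low values that fail the filters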;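 further: 100% = DMSO wells rate and 0% = substrate alone blank rate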
HePTP inhibitor: inhibitors of human HePTP phosphatase, primary screen, biochemical, absorbance, leukemia target. Tyrosine-protein phosphatase non-receptor type 7 (Homo sapiens), P35236. recombinant HePTP phosphatase activity, OD absorbance. inhibition, % at 20 µM. 0.64% of 110,000 active; in the data active means inhibition above about 50%;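 further: plate controls were vehicle for no effect and reference inhibitor for full effect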
An asterisk follows results filed as active; · = no result given; & = joins results of further samples.

Compound | BAP1 inh | HePTP inhibitor
COC(=O)c1ccc(C2/C(=C(/O)c3ccc(OC)cc3)C(=O)C(=O)N2Cc2ccco2)cc1 (stereo not drawn) | 78 | -5
COc1ccccc1CNCc1cccc(Oc2ccccc2)c1 | · | -12
CC(C)Cc1nc(NCCN2CCOCC2)c(C#N)c2c1COC(C)(C)C2 | 94 | -1
CCN(CC)C(=O)CSC1=C(C#N)C(c2ccco2)C(C(=O)OCCOC)=C(C)N1 (stereo not drawn) | 96 | -6
CCOc1ccccc1NC(=O)c1c(NC(=O)COc2ccccc2)sc2c1CCC2 | · | 1
CCOC(=O)CCCn1nc(C)n2c(cc3sccc32)c1=O | 84 | -1
Cc1ccc(S(=O)(=O)NC(Cc2ccccc2)C(=O)O)cc1 (stereo not drawn) | 68 | ·
COc1ccc(NC(=O)C2CCCN(S(=O)(=O)c3cccnc3)C2)cc1 (stereo not drawn) | 101 | ·
CC1CC(C)CN(Cc2nc(N)nc(Nc3ccc4ccccc4c3)n2)C1 (stereo not drawn) | 71 | 8
O=C(Nc1ccccc1Cl)c1ccc2ccccc2n1 | · | 8
COc1ccc(CCNS(=O)(=O)c2ccc(F)cc2)cc1OC | 87 | 5
COc1ccc(Cl)cc1N(CC(=O)NCCCC(C)(C)C1OCCO1)S(=O)(=O)c1ccc(C)c([N+](=O)[O-])c1 | · | -13
COc1cc(/C=N\n2c(C)nnc2C)cc(Br)c1O | · | 8
Cc1onc(-c2ccccc2Cl)c1C(=O)Nc1ccc(S(=O)(=O)N2CCCC2)cc1 | 79 | 10
CN1C(=O)c2ccc(NCCN3C(=O)c4ccccc4C3=O)cc2C1=O | · | 4
O=C(Nc1cccc(O)c1)c1ccc2c(c1)C(=O)N(c1ccccn1)C2=O | · | 4
CC(=O)CN1Cc2ccccc2/C1=N\C(=O)Nc1ccccc1 | 117 | 9
COc1ccc(-c2nnc(-c3ccc(Br)o3)o2)cc1 | · | -3
CCc1nnc(NC(=O)CSc2nc3c(c(=O)n2CC)SC(C)C3)s1 (stereo not drawn) | 82 | 6
COc1ccc2[nH]c(C)c(CN3CCC(C)CC3)c(=O)c2c1 | · | -4

Rewritten with each value named: entries from further up
> COc1ccc(-c2nnc(-c3ccc(Br)o3)o2)cc1
  BAP1 inh = · | HePTP inhibitor = -3

> CCc1nnc(NC(=O)CSc2nc3c(c(=O)n2CC)SC(C)C3)s1 (stereo not drawn)
  BAP1 inh = 82 | HePTP inhibitor = 6

> COc1ccc2[nH]c(C)c(CN3CCC(C)CC3)c(=O)c2c1
  BAP1 inh = · | HePTP inhibitor = -4

Later entries.
Compound | BAP1 inh | HePTP inhibitor
COc1ccc(Nc2nnc(-c3ccc(C(=O)NCCO)cc3)c3ccccc23)cc1 | · | -8
COc1ccc2c(c1OC)C(=O)OC2CC(=O)c1ccc(O)c(I)c1 (stereo not drawn) | · | -3
COC(=O)c1ccc(NS(=O)(=O)c2ccc(C)cc2)cc1 | · | 10
Cc1cc(OCCN2CCOCC2)ccc1Cl | · | 3
CCCCC[C@H](CC(=O)NO)C(=O)N[C@H](C(=O)N1CCC[C@H]1CO)C(C)C | 99 | ·
CCCn1c(SCC(=O)Nc2c(C)cccc2CC)nnc1C(C)C | 94 | 4
O=C(c1ccccc1C(=O)N1CCN(c2ccccc2)CC1)N1CCN(c2ccccc2)CC1 | 93 | -2
COc1ccc(-c2nnc(SCC(=O)NC(C)c3ccccc3)o2)cc1OC (stereo not drawn) | 93 | -10
Cc1ccc2nc(Nc3nc4ccccc4c(=O)[nH]3)nc(C)c2c1 | · | -16
Cn1c(SCC2CCCO2)nnc1-c1ccncc1 (stereo not drawn) | 100 | 8
CCN(CC)CN1C(=O)C(=O)/C(=C(\O)c2ccc(Cl)cc2)C1c1ccccc1F (stereo not drawn) | · | 9
COc1ccc(C(=O)N2CCN(C3C4CC5CC(C4)CC3C5)CC2)cc1 (stereo not drawn) | · | 10
Cc1ccc(S(=O)(=O)c2cc3c(=O)n4ccccc4nc3n(Cc3ccco3)c2=N)cc1C | 75 | 5
CC(=O)c1cccc(NS(=O)(=O)c2ccc3c(c2)oc(=O)n3C)c1 | 103 | 0
Cc1nc(SCn2nnc3ccccc3c2=O)c2c(C)c(C)sc2n1 | 117 | 3
COc1cccc(/C=N/NC(=O)c2cnccn2)c1O | · | -2
O=C1CC(N(O)C2CC(=O)N(Cc3ccccc3)C2=O)C(=O)N1Cc1ccccc1 (stereo not drawn) | 51 | -2
CC1(C)c2ccccc2N2CC(=O)NC21/C=C/c1ccco1 (stereo not drawn) | 81 | -8
Cc1n[nH]c(C)c1Sc1ccccc1N=Cc1ccc(C(=O)O)cc1 | · | 5
CCOc1ccc2nc(COC(=O)c3ccco3)c(C(C)=O)[n+]([O-])c2c1 | 100 | -10
Oc1cnn(-c2ccccc2)c1 | 94 | -8
O=C(O)CCCN1C(=O)/C(=C/c2c(F)cccc2Cl)SC1=S | · | -2
COC(=O)c1ccccc1NC(=O)CN(c1ccc(Cl)cc1)S(C)(=O)=O | · | 1
COc1ccc(Br)cc1C1SCCN1S(=O)(=O)c1ccc(Cl)cc1 (stereo not drawn) | 89 | ·
O=C(CSc1nnc(-c2ccccc2Br)o1)N1CCN(C(=O)c2ccco2)CC1 | 92 | 0
CCCSc1nnc2c(n1)OC(c1cccn1C)N(C(C)=O)c1ccccc1-2 (stereo not drawn) | 87 | 5
CCOc1cc(NS(=O)(=O)CC)c(OCC)cc1NC(=O)c1ccco1 | 86 | 4
Cc1cc(C)n2c(=S)[nH]nc2n1 | 96 | -14
COc1ccc(Cl)cc1N(S(=O)(=O)c1ccc(NC(C)=O)cc1)S(=O)(=O)c1ccc(NC(C)=O)cc1 | · | 7
O=C(Nc1ccc(Cl)cc1C(=O)Nc1ccncc1)c1ccco1 | 64 | -20
O=C(c1ccc([N+](=O)[O-])cc1)N1CCN(C2CCN(Cc3ccccc3)CC2)CC1 | · | 2
Cc1cccc(OCC(O)Cn2cnc3cc(C)c(C)cc32)c1 (stereo not drawn) | 53 | ·
CC(=O)OC1C(OC(C)=O)N(C(C)=O)C(=O)N1C(C)=O (stereo not drawn) | 105 | -3
COc1ccc2oc(=O)c(-c3csc(N)n3)cc2c1 | 60 | ·
CCOc1ccc(-c2nc3nc(C)c(Br)cc3[nH]2)cc1 | · | 2
OC(COc1ccc2ccccc2c1)Cn1ccnc1 (stereo not drawn) | 106 | 0
COc1cc(-c2n[nH]c(=O)o2)cc(OC)c1OC | 101 | 12
CC(=O)COc1ccc2c3c(c(=O)oc2c1C)CCCCC3 | · | 5
CCCCC(NC(C)=O)c1nc2ccccc2n1CCCC (stereo not drawn) | · | 0
CS(=O)(=O)N1CCN(c2ccc([N+](=O)[O-])c3cccnc23)CC1 | · | 4
C=CCc1cccc(/C=N/n2cnnc2)c1O | 141 | 3
CCOC(=O)c1oc2cc(O)ccc2c(=O)c1-c1ccccc1OC | 83 | 6
Cn1nc(-c2ccc(Cl)cc2)c2cc(C(=O)N3CCN(c4ccccn4)CC3)sc21 | 59 | -3
CCN1CCCC1CNC(=O)CSc1cc(=O)n(CC)c2ccccc12 (stereo not drawn) | · | -2
O=C1N=C(N2CCCC2)S/C1=C\c1cccc(Br)c1 | · | 4
Cc1ccc(-c2nn3nnnc3c3ccccc23)cc1 | 118 | 3
CCOC(=O)c1cc(C)sc1N1C(=O)C2C3C=CC(C3)C2C1=O (stereo not drawn) | 50 | -11
COc1cccc2sc(=NC(=O)c3ccc(S(=O)(=O)N4CCOCC4)cc3)n(C)c12 | 86 | 7
COc1ccc(-c2ccc(Nc3ccc(S(=O)(=O)N4CCCC4)cc3)nn2)cc1OC | 53 | 6
COc1ccc(N2C(=O)C3CCCN3C2c2cccc(C)c2)cc1 (stereo not drawn) | 86 | -6

New compounds follow:
Compound | BAP1 inh | HePTP inhibitor
NS(=O)(=O)c1cccc(S(=O)(=O)c2cccc(S(N)(=O)=O)c2)c1 | · | -3
CCOCCCNS(=O)(=O)c1cc(Br)cc2c1N(C(=O)C1CC1)CC2 | · | -7
COc1cccc(N2C(=O)Nc3ccccc3C2(O)C(=O)NCc2ccc3c(c2)OCO3)c1 (stereo not drawn) | · | 2
CC(C)c1ccc(/C=C/c2nc(O)c([N+](=O)[O-])c(=O)[nH]2)cc1 | · | 6
Cc1cc(Cl)ccc1OCC(=O)Nc1cc(Cl)cc(Cl)c1 | · | -14
COc1ccc(C(CC(=O)O)NC(=O)c2ccccc2)cc1OC (stereo not drawn) | 100 | 10
COc1ccccc1NC(=O)c1ccc(-n2cnnn2)cc1 | · | -6
CN(C)c1nc(SCC#N)nc(N(C)C)n1 | 58 | 2
CO[C@@]1(NC(=O)CSCC#N)C(=O)N2C(C(=O)O)=C(CSc3nnnn3C)CS[C@@H]21 | 80&97 | 12
Cc1ccc(OCc2nnc(SCC(=O)c3ccccc3)n2Cc2ccco2)cc1 | 71 | -12

Random excerpt: 2 records from the list
Compound | BAP1 inh | HePTP inhibitor
COc1ccccc1NC(=O)c1ccc(-n2cnnn2)cc1 | · | -6
CC(C)c1ccc(/C=C/c2nc(O)c([N+](=O)[O-])c(=O)[nH]2)cc1 | · | 6

3 entries already listed, ordered by the number in BAP1 inh, highest first:
Compound | BAP1 inh | HePTP inhibitor
COc1ccc(C(CC(=O)O)NC(=O)c2ccccc2)cc1OC (stereo not drawn) | 100 | 10
Cc1ccc(OCc2nnc(SCC(=O)c3ccccc3)n2Cc2ccco2)cc1 | 71 | -12
CN(C)c1nc(SCC#N)nc(N(C)C)n1 | 58 | 2

Following part.
Compound | BAP1 inh | HePTP inhibitor
CCC(C)NC(=O)C1c2ccccc2C(=O)N1Cc1ccccc1OC (stereo not drawn) | 101 | 5
C=CCOc1ccc2c(C)cc(=O)oc2c1C | · | 4
Cc1ccc(-c2ccc(OCC(=O)Nc3ccccc3C)cc2)cc1 | · | 8
COCCNC(=O)CN(c1cc(Cl)ccc1OC)S(C)(=O)=O | 95 | 3
COCCN1Cc2cccc(C(=O)Nc3ccc(C)c(C)c3)c2C1=O | 107 | 3
COc1ccc(NC(=O)CN2CCN(CC(=O)Nc3cc(OC)cc(OC)c3)CC2)cc1 | 101 | 1
CCN(CCCNC(=O)c1c(C)cc(=O)oc1C)c1ccccc1 | 91 | 5
Cc1ccc(/C(N)=N/OC(=O)c2ccc(C)c([N+](=O)[O-])c2)cc1 | · | 6
Cc1cc(OCC(=O)NCc2ccc(F)cc2)ccc1Br | · | -14
COc1ccc2nc(SCc3ccc(Cl)cc3)[nH]c2c1 | 65 | -11
CCCn1c(CN2CCCCC2CC)nc2c1c(=O)n(C)c(=O)n2C (stereo not drawn) | 91 | 9
O=C(O)CCn1c(=S)n(CCC(=O)O)c2ccccc21 | · | -10
CC1CN(C(=O)c2ccc(C(=O)c3ccccc3)cc2)CC(C)O1 (stereo not drawn) | 119 | 7
CCCc1cc(=O)[nH]c(Nc2ccc(OC)c(Cl)c2)n1 | 88 | 10
CC1=CCC2CC1NC(=O)CCOCCC(=O)NC2(C)C (stereo not drawn) | 117 | ·
Nn1c(SCC(=O)c2ccc(Cl)cc2)nc2ccccc2c1=O | · | 8
O=C1c2ccccc2C(Nc2ccc(Cl)cn2)N1c1ccccn1 (stereo not drawn) | 104 | 4
COc1ccc(N2CCN(Cc3nc4c(c(=O)n(C)c(=O)n4C)n3Cc3ccccc3C)CC2)cc1 | 94 | 10
CCOCCOC(=O)c1ccc(NC(=O)c2ccc([N+](=O)[O-])cc2Cl)cc1 | · | -5
CCc1ccc(NC(=O)C2CC(=O)N=C(N)S2)cc1 (stereo not drawn) | 116 | 18&-12
N#CC1=C(N)C(C#N)(C#N)[C@H](c2ccncc2)[C@H]2CC3(CC=C12)OCCO3 | 97 | 0
COc1ccc(C)cc1NC(=O)COc1ccc(F)cc1 | · | -12
COc1ccc(C2C(C#N)=C(N)OC3=C2C(=O)CC(c2ccccc2Cl)C3)cc1 (stereo not drawn) | · | 7
COC(=O)Cn1c(CCS(=O)(=O)c2ccc(C)c(C)c2)nc2ccccc21 | 98 | 10
Cc1c(C(c2cc(O)c(O)c(Br)c2)c2c(C)n(C)n(-c3ccccc3)c2=O)c(=O)n(-c2ccccc2)n1C | · | 24
Cc1cc(C)nc(SCC(=O)Nc2ccc(S(=O)(=O)Nc3onc(C)c3C)cc2)n1 | 96 | 2
COC(=O)C1=C(C)N=c2s/c(=C/c3cc(Br)ccc3OC(C)=O)c(=O)n2C1c1ccc(OC(C)=O)cc1 (stereo not drawn) | · | 3
Cc1cccn2c(=O)c3cc(C(=O)NCc4cccnc4)c(=N)n(C(C)C)c3nc12 | 801 | 12
CCOC(=O)C1=C(C)N=c2s/c(=C\c3ccc(-c4ccccc4C(=O)O)o3)c(=O)n2C1c1cccc(OC)c1 (stereo not drawn) | · | 29
O=C(C1COc2ccccc2O1)N1CCN(c2ccc(F)cc2)CC1 (stereo not drawn) | 98 | 2
COC(=O)c1c(NC(=O)CC2SC(N)=NC2=O)sc2c1CCCC2 (stereo not drawn) | · | 1
O=C(c1ccc(N2CCN(C(=O)c3cccc(F)c3)CC2)cc1)c1cccc(F)c1 | · | -9
CC(=O)NC(Cc1ccc(F)cc1)C(=O)O (stereo not drawn) | 103 | 3
COc1ccc(Cn2nnc3c(=O)[nH]c(C4CCCN(C(=O)c5ccccc5)C4)nc32)cc1 (stereo not drawn) | 85 | -6
COc1cc(-c2nc3n(n2)C(c2ccc(F)cc2)C2=C(CCCC2=O)N3)cc(OC)c1OC (stereo not drawn) | 72 | 2
Nc1cc(=O)[nH]c(SCC(=O)Nc2ccc(Br)cc2)n1 | 90 | 4
C=CCc1ccccc1OCCOc1c(Br)cc(/C=C2/SC(=S)N(C)C2=O)cc1OC | · | -1
